KKLEB cytotox – reduces viability of KKLEB cystic fibrosis airway cells; KKLEB CF airway cells viability, ATPlite luminescence, overnight; hits give low values; cells stimulated with P. aeruginosa culture filtrate; activity change (cytotoxicity), % at 5 µM; 360,000 compounds, 0.36% hits; AID 602141;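 active means corrected activity change at or below -50% at 5 µM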
NR2E3 ag-1 – agonists of human NR2E3 nuclear receptor; 360,000 compounds, 0.35% hits; AID 602229; Q9Y5X4; inhibition of corepressor binding, % at 3.98 µM; CHO-S Gal4-NCOR/VP16-NR2E3 two-hybrid, luciferase;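 active means inhibition above the mean of all tested compounds plus 3 SD, cut at about 70% in these data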;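 further: 0% = DMSO with NR2E3 transfected cells and 100% = cells lacking NR2E3 construct; higher means lower luciferase signal from less NR2E3 corepressor binding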
Target sequence (Q9Y5X4 whole entry, looked up, the tested form may be a part): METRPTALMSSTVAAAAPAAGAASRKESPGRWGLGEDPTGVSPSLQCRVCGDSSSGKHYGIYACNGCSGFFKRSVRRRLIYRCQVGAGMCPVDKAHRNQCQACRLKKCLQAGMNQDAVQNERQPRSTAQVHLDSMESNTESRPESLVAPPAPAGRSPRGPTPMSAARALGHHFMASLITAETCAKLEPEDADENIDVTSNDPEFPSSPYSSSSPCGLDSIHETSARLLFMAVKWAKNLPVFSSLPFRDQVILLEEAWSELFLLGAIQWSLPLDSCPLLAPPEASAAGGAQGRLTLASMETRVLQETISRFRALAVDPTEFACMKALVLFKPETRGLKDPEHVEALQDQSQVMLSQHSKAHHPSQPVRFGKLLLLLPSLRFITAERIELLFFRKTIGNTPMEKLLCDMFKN
CF NFkB block – inhibitors of cystic fibrosis induced NF-kB | 360,000 compounds, 0.86% hits | KKLEB NF-kB-GFP reporter, PAF-induced, GFP fluorescence overnight | AID 588850 | inhibition, % at 5 µM;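 active means at least 50% inhibition at 5 µM, scaled per plate between neutral and stimulator controls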;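 further: PAF is a Pseudomonas aeruginosa culture filtrate used as stimulus; plate controls were PAF-stimulated DMSO wells for no effect and unstimulated DMSO wells for full effect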
aDG glyco act – alpha-DG glycosylation activation | 360,000 compounds, 0.22% hits | AID 624168 | activation, % at 10 µM | Pro5-aDG cells, alpha-DG glycosylation AlphaScreen (IIH6); 0% Pro5, 100% B10-LARGE cell signal;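 active means activation of at least 8% versus controls, or a plate z-score of at least 8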;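 further: Pro5 are CHO cells carrying HIG-tagged alpha-DG that lacks glycosylation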
TWEAK-Fn14 inh – blocks TWEAK-Fn14 interaction in a reporter cell assay. TWEAK-stimulated Fn14 reporter cells, luciferase luminescence, 8 h. inhibition, % at 10 µM. 360,000 compounds, 2% hits; in the data active means inhibition above about 50%
NR2E3 ag-2 – activates human photoreceptor nuclear receptor NR2E3. Q9Y5X4. GST-NR2E3/biotin-RetCOR TR-FRET, 1536-well. inhibition of corepressor binding, % at 4.78 µM. 320,000 compounds, 0.12% hits. AID 2300;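 active means percent inhibition above the cutoff of mean plus 3 SD of all tested compounds, set per screening campaign, cut at about 20% in these data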;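 further: 0% = DMSO wells and 100% = biotin wells as full block of FRET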
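Test system – NR2E3–RetCOR corepressor complex · Quantity – NR2E3 fusion 1.35 nM · Buffer or medium – Tris pH 7.5 · Incubation – Compound–protein incubation for 5 h at 4 °C · Technique – TR-FRET, Eu(K)-anti-GST donor, streptavidin-D2 acceptor, ex 340, em 617/671 nm · Evaluation – percent inhibition of 671/617 nm emission ratio versus biotin and DMSO controls · Plate – 1536-well format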
HIF-2a block – inhibitors of HIF-2a; 786-0 RCC cells HIF-2a reporter, luciferase luminescence, overnight; inhibition, % at 18.8 µM; 360,000 compounds, 0.72% hits; AID 624352;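 active means inhibition of the luminescence signal of 40% or more relative to plate controls, in a single-dose primary screen at 18.75 µM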
MITF TRPM1 inh – reduces MITF-dependent TRPM1 promoter luciferase signal | SK-MEL-5 TRPM1 promoter luciferase, 24 h | inhibition, % at 12.5 µM | 330,000 compounds, 0.83% hits | AID 488899;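 active means mean inhibition across replicates of 60% or more, whatever share of single replicates reaches that level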; further: values of inactives mirror those of a sister screen read the other way
Shn3 3UTR inh – Schnurri-3 reporter inhibition in Clone20 osteoblasts; Clone20 osteoblast Shn3 3'UTR firefly luciferase, 24 h; inhibition, % at 12.5 µM; 360,000 compounds, 0.52% hits; AID 588674;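 active means mean inhibition of at least 75% with every replicate also reaching 75%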;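 further: 0% = median of neutral control wells and 100% = pilot-screen positive control compound; some compounds past the cut are filed as inactive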
iPSC survival up – enhancers of human iPSC single-cell survival. survival enhancement, % at 20 µM. AID 602274. hiPSC single-cell survival, ATPlite luminescence; 100% = ROCK inhibitor wells, 0% = DMSO. 360,000 compounds, 0.044% hits; in the data active means survival enhancement above about 18%;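 further: cells exposed to compounds for 16 hours before the ATP read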
Peg3 prom inh – Peg3 promoter activity inhibition; 360,000 compounds, 1.7% hits; HeLa PEG-Prom luciferase reporter, luminescence, overnight; inhibition, % at 20 µM;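 active means inhibition of at least 50% at 20 µM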
Active calls of the source: *; . = not tested or not shown.

SMILES	KKLEB cytotox	NR2E3 ag-1	CF NFkB block	aDG glyco act	TWEAK-Fn14 inh	NR2E3 ag-2	HIF-2a block	MITF TRPM1 inh	Shn3 3UTR inh	iPSC survival up	Peg3 prom inh
COc1ccc(N2CCN(C(=O)c3ccccc3N(C)S(=O)(=O)c3ccccc3)CC2)cc1	-16	-1	15	-0.2	7	1	10	0	18	0.1	19
CC(C)NC(=O)CC1(C(=O)NCc2ccc(Cl)cc2)CCCC1	17	6	-1	0.0	-9	4	7	.	11	0.0	9
CS(=O)(=O)Nc1nnc(Cc2ccccc2)s1	9	-19	-6	-0.1	-3	2	12	-5	-12	1.4	14
COc1ccc(/C(C)=C(\C#N)C(=O)OC(C)C)cc1OC	-3	-15	2	0.0	-5	1	10	-11	8	-0.8	13
C=CCNC(=O)C(=O)Nc1ccc2c(c1)N(S(=O)(=O)c1cccs1)CCC2	-9	-18	5	-0.5	6	0	-5	12	10	0.7	16
O=C(N/C(C(=O)N1CCOCC1)=C(\Sc1ncccn1)c1ccccc1)c1ccccc1	-3	-20	17	-0.4	18	-3	5	-6	-34	-0.1	13
CN(Cc1ccccc1)S(=O)(=O)c1ccccc1[N+](=O)[O-]	10	-18	-7	-0.1	-4	0	-13	-5	1	2.2	3
O=C1[C@H]2[C@@H](C3CC3)N3C(=O)CN(CC4CC4)C(=O)[C@@]3(Cc3ccccc3)[C@H]2C(=O)N1c1ccccc1	-6	0	-4	0.1	10	.	4	-4	-31	2.2	-36
CC(C)N(Cc1nccn1C)C(=O)C1CCC(=O)N(CCc2ccccc2)C1 (centres undefined)	6	-8	3	-0.2	11	.	-12	.	-12	8.5	4
COc1ccc(NC(=O)CCCC(=O)c2ccccc2)cc1	0	14	-12	0.0	-23	-4	-104	7	0	-0.6	3
O=C(OCn1nnc2ccccc2c1=O)c1ccc(F)c(S(=O)(=O)N2CCOCC2)c1	-4	-11	14	-0.2	2	.	4	.	5	-1.7	3
O=C1N/C(=N\N=C\c2ccc3ncccc3c2)SC1Cc1ccc(SC(F)F)cc1 (centres undefined)	1	-34	16	0.0	-3	-1	-35	3	-52	-2.9	-128
COc1cc(/C=C/C2=CC(C)(C)NC(=S)N2)cc(OC)c1OC	-2	9	-34	-0.4	-9	4	10	12	-1	-0.3	5
Cc1c(O)nc(SCC(=O)Nc2ccc3c4c(cccc24)CC3)n(-c2ccc(F)cc2)c1=O	15	-25	-6	0.4	2	3	13	-20	9	1.9	15
Cc1ccc(S(=O)(=O)NCCC(=O)NC(C)c2ccccc2)cc1 (centres undefined)	9	5	-19	0.2	-15	4	7	2	-7	-0.2	-6
Cc1ccc(NC2CCCN(C(=O)c3ccc4[nH]ccc4c3)C2)cc1C (centres undefined)	6	-17	-13	-0.3	-2	1	11	13	-48	-0.6	10
OC(CNCC1COc2ccccc2O1)COc1ccccc1F (centres undefined)	-21	3	8	-0.1	-14	1	15	-7	7	0.7	-2
CC(=O)Nc1nc(=S)n(-c2ccccc2)[nH]1	2	-24	-4	0.1	-8	2	23	4	-1	0.3	16
CCOc1ccc(NC(=S)N2CCC(NC(=O)c3ccccc3C)CC2)cc1	-4	-8	14	0.1	29	3	3	4	6	0.3	9
CC(=O)c1ccccc1NC(=O)COC(=O)CSCC(=O)Nc1cc(C)on1	15	13	-25	0.5	-8	-3	26	3	-5	-0.4	6

Reformatted as a markdown table: ten of the compounds above
| compound | KKLEB cytotox | NR2E3 ag-1 | CF NFkB block | aDG glyco act | TWEAK-Fn14 inh | NR2E3 ag-2 | HIF-2a block | MITF TRPM1 inh | Shn3 3UTR inh | iPSC survival up | Peg3 prom inh |
| --- | --- | --- | --- | --- | --- | --- | --- | --- | --- | --- | --- |
| COc1ccc(N2CCN(C(=O)c3ccccc3N(C)S(=O)(=O)c3ccccc3)CC2)cc1 | -16 | -1 | 15 | -0.2 | 7 | 1 | 10 | 0 | 18 | 0.1 | 19 |
| CC(C)NC(=O)CC1(C(=O)NCc2ccc(Cl)cc2)CCCC1 | 17 | 6 | -1 | 0.0 | -9 | 4 | 7 | . | 11 | 0.0 | 9 |
| CS(=O)(=O)Nc1nnc(Cc2ccccc2)s1 | 9 | -19 | -6 | -0.1 | -3 | 2 | 12 | -5 | -12 | 1.4 | 14 |
| COc1ccc(/C(C)=C(\C#N)C(=O)OC(C)C)cc1OC | -3 | -15 | 2 | 0.0 | -5 | 1 | 10 | -11 | 8 | -0.8 | 13 |
| C=CCNC(=O)C(=O)Nc1ccc2c(c1)N(S(=O)(=O)c1cccs1)CCC2 | -9 | -18 | 5 | -0.5 | 6 | 0 | -5 | 12 | 10 | 0.7 | 16 |
| O=C(N/C(C(=O)N1CCOCC1)=C(\Sc1ncccn1)c1ccccc1)c1ccccc1 | -3 | -20 | 17 | -0.4 | 18 | -3 | 5 | -6 | -34 | -0.1 | 13 |
| CN(Cc1ccccc1)S(=O)(=O)c1ccccc1[N+](=O)[O-] | 10 | -18 | -7 | -0.1 | -4 | 0 | -13 | -5 | 1 | 2.2 | 3 |
| O=C1[C@H]2[C@@H](C3CC3)N3C(=O)CN(CC4CC4)C(=O)[C@@]3(Cc3ccccc3)[C@H]2C(=O)N1c1ccccc1 | -6 | 0 | -4 | 0.1 | 10 | . | 4 | -4 | -31 | 2.2 | -36 |
| CC(C)N(Cc1nccn1C)C(=O)C1CCC(=O)N(CCc2ccccc2)C1 (centres undefined) | 6 | -8 | 3 | -0.2 | 11 | . | -12 | . | -12 | 8.5 | 4 |
| COc1ccc(NC(=O)CCCC(=O)c2ccccc2)cc1 | 0 | 14 | -12 | 0.0 | -23 | -4 | -104 | 7 | 0 | -0.6 | 3 |

(list continues)
SMILES	KKLEB cytotox	NR2E3 ag-1	CF NFkB block	aDG glyco act	TWEAK-Fn14 inh	NR2E3 ag-2	HIF-2a block	MITF TRPM1 inh	Shn3 3UTR inh	iPSC survival up	Peg3 prom inh
OCCC1CN(Cc2nc3ccccc3s2)CCN1C1CCCCC1 (centres undefined)	6	8	4	0.4	8	6	20	2	6	-5.5	-1
CN1CCc2c(sc(/N=C/c3c[nH]c4ccccc34)c2C(N)=O)C1	-8	2	18	0.1	23	-2	-13	.	-3	0.1	-8
CC(=O)Nc1c(C)ccc(S(N)(=O)=O)c1C	1	-17	-6	0.1	-16	-1	15	2	-1	0.7	12
COc1ncnc2c1oc1nc(C(C)C)c3c(c12)CC(C)(C)OC3	-19	-8	19	0.2	10	1	1	2	5	1.2	2
CC1CC(C)CN(C(=O)c2ccc(CNc3c(N4CCCC4)c(=O)c3=O)cc2)C1 (centres undefined)	-3	-38	0	-0.1	3	2	18	1	9	-0.4	3
COc1ccc(NC(=O)CN2CCC(C(N)=O)(N3CCCCC3)CC2)cc1	-2	-55	4	-0.2	-4	0	6	-1	0	-2.6	1
CCOc1ccc(S(=O)(=O)N(CC(=O)NCc2cccnc2)c2ccc(F)cc2)cc1	-8	-10	0	-0.2	40	0	8	9	5	-0.3	21
O=C(CCN1C(=O)/C(=C/c2ccccc2)SC1=S)NC1CCS(=O)(=O)C1 (centres undefined)	16	-42	8	-0.2	5	-4	7	-9	-1	-0.4	-2
CCOc1ccc(N(CC(=O)NCCc2ccc(C)cc2)S(=O)(=O)c2c(C)noc2C)cc1	-2	-22	-14	0.3	10	0	6	-13	-9	-0.3	26
S=C(Nc1ccccc1)Nc1nccs1	8	18	12	-0.1	-38	0	-205	-92	-48	-0.1	-302
O=C(CCC(=O)N(Cc1ccco1)C(C(=O)NC1CCCC1)c1ccncc1)Nc1cccnc1 (centres undefined)	-6	-13	5	-0.1	3	-2	4	-6	-2	0.1	-12
O=C(O)C1C2CCC(C2)C1C(=O)NCc1ccco1 (centres undefined)	3	-3	-13	0.1	30	-2	3	-16	3	-1.3	18
O=C1CCCN1CCCNc1nc2c(S(=O)(=O)c3ccccc3)nnn2c2ccc(Cl)cc12	14	-13	-6	-0.2	26	0	21	13	18	-0.3	37
CC(=O)c1cc(-c2ccc(F)cc2)n(CCC(=O)Nc2cccnc2)c1C	7	-29	-8	-0.1	-7	5	13	12	14	-2.5	9
CCc1nnc(NC(=O)CCC(=O)O)s1	-13	2	-6	0.0	-33	0	6	.	-31	0.8	10
CCc1nnc(NC(=O)CSc2nnc(Cc3ccccc3)o2)s1	-4	-9	21	-0.1	2	4	6	-1	3	-0.2	-6
O=C(COc1ccccc1Br)Nc1ccc2c(c1)OCCCO2	-9	-3	-16	0.0	-3	2	-232	-108	-104	0.3	-316
CCn1nccc1C(=O)Nc1ccc(Cl)cn1	9	-30	-13	-0.1	1	2	-130	-40	-16	-1.9	-128
N#C/C(=C(\O)c1cc(Cl)sc1Cl)c1nc2ccccc2[nH]1	-7	-12	21	-0.2	7	-1	-8	-10	24	-0.3	8
CNc1c([N+](=O)[O-])cnn1-c1ccccn1	9	-13	14	0.5	-17	-2	-8	5	-10	0.5	-11
COc1cc(C(=O)NCC2(N(C)C)CCCCC2)ccc1OCc1ccccc1	-2	-12	18	1.1	17	2	-1	-24	4	0.3	11
CN(C)c1ccc(NC(=O)CN2CCc3ccccc3C2)cc1	5	-93	-2	0.0	7	2	-203	-43	-91	0.1	-230
NC(=O)C1CCCN(CC(O)COCc2ccc(Cl)cc2)C1 (centres undefined)	4	2	-4	-0.1	27	0	3	-7	-10	-0.4	-10
O=C1OCC(CO)(CO)N=C1NNc1cc(Cl)ccc1Cl	-2	-10	-4	-0.2	8	0	17	4	-17	-0.5	8
COc1cc(/C=C2\SC(=S)N(NS(=O)(=O)c3ccc(C)cc3)C2=O)ccc1O	-6	4	14	-0.1	-16	-12	22	7	-10	-0.7	3
O=C(Cn1cnc2c(nnn2Cc2ccccc2)c1=O)NCc1ccco1	6	-17	-4	-0.2	-5	1	8	15	0	1.0	-6
Cc1cccc(Nc2nc(NC(C)C)nc(Oc3ccc(=O)n(C)n3)n2)c1	12	2	-9	-0.5	3	-4	12	-8	26	0.3	23
O=C(NCCc1ccccc1)C(=O)NCCC1CCCCN1S(=O)(=O)c1cccs1 (centres undefined)	-12	-7	14	0.4	-2	-4	0	0	10	-0.7	6
CCn1c(SCC(=O)Nc2ccc(OC)c(OC)c2)nnc1-c1ccco1	12	7	2	-0.2	-3	4	7	-8	13	0.1	1
COc1ccccc1C(=Cc1ccc([N+](=O)[O-])cc1)C(=O)O	3	-11	-16	0.2	-10	.	9	.	-3	-3.6	9
CCOc1ccc(-n2c(SCC(=O)Nc3nccs3)nc3c(c2=O)SCC3)cc1	16	-16	-16	-0.3	-1	-1	3	.	64	-0.3	16
CCOCCCNC(=O)C(C)NS(=O)(=O)c1ccc(C)cc1 (centres undefined)	6	-20	-6	0.1	-14	3	12	11	-4	0.8	-3
COc1ccc2ccccc2c1CNCc1ccc(C)cc1	-6	-17	-7	0.1	-2	0	9	-2	19	-0.5	-12

High-throughput results from PubChem.
